# From PubChem
# Gli-Sufu antag: Gli-Sufu pathway antagonists, primary screen, luciferase luminescence, Sufu-KO-LIGHT cells, uHTS; Sufu-KO-LIGHT fibroblasts, Gli luciferase reporter luminescence; inhibition, % at 5 µM; actives 0.74% (n = 340,000); AID 588413, 2011;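 active = inhibition above about 55%, limit read from the data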;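 also: 0% = DMSO-treated cells and 100% = wells with medium but no cells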
# NR3A LBD binder: binders of NR3A ligand-binding domain, primary screen, biophysical, differential scanning fluorimetry, uHTS; Glutamate receptor ionotropic, NMDA 3A (GRIN3A) ligand-binding domain; NR3A LBD differential scanning fluorimetry, Tm shift; 0% = protein alone, 100% = glycine-bound protein; Tm shift relative to glycine control, % at 25 µM; actives 2.5% (n = 340,000); AID 1259313, 2017;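 active = melting temperature shift of at least 10% of the positive control shift, at one fixed dose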
# A3A deaminase: APOBEC3A ssDNA deaminase inhibitors, primary screen, selectivity assay for APOBEC3G inhibitor project, biochemical, FAM/TAMRA oligo cleavage fluorescence | DNA dC->dU-editing enzyme APOBEC-3A (Homo sapiens), P31941 | recombinant A3A, FAM/TAMRA ssDNA deamination fluorescence | inhibition, % at 20 µM | actives 0.41% (n = 330,000) | AID 493011, 2011;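 active = at least 40% inhibition at 20 µM here, with at most 30% in a related deaminase screen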;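 also: plate controls were A3A with DMSO for no effect and wells lacking A3A enzyme for full effect; some results filed as inactive read as strong as hits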
# Target sequence (P31941 whole entry, looked up): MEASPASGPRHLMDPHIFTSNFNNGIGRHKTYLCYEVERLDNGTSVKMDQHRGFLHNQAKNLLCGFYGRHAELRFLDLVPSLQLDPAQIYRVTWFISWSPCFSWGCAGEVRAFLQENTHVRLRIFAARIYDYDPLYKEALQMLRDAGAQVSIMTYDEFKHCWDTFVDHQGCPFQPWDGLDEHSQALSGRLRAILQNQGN
# CCR6 antag: CCR6 receptor antagonists, primary screen, cell-based, CHO-K1, luminescence, beta-arrestin, uHTS; C-C chemokine receptor type 6 (Homo sapiens), P51684; CHO-K1 CCR6 PathHunter beta-arrestin, CCL20-stimulated; inhibition, % at 20 µM; actives 0.49% (n = 340,000); AID 493098, 2011;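 active = compounds whose inhibition of the agonist-driven luminescence signal at 20 µM reaches about 50%, limit read from the data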;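 also: cells stimulated with CCL20 at 14 nM final; plate controls were DMSO with CCL20 for no effect and DMSO without agonist for full effect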
# EBI2 block: EBI2 receptor antagonists, beta-arrestin recruitment, primary screen, cell-based, luminescence, 7a,25-OHC stimulation, uHTS; G-protein coupled receptor 183 (Homo sapiens), P32249; 7a,25-OHC stimulated; inhibition, % at 5 µM; actives 0.81% (n = 360,000); in the data active = inhibition above about 38%;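 also: enzyme fragment complementation signal reports receptor beta-arrestin coupling in cells; 0% = agonist plus DMSO wells and 100% = wells without agonist; some results beyond the cut were filed as inactive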
# CXCR6 inh: CXCR6 receptor inhibitors, primary screen, cell-based, beta-arrestin, luminescence, CHO-K1 PathHunter, 1536-well; C-X-C chemokine receptor type 6 (Homo sapiens), O00574; actives 0.36% (n = 360,000); inhibition, % at 20 µM; in the data active = inhibition above about 34%, passing the limit was not always enough;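 also: antagonist mode with CXCL16 agonist at 10 nM final; 0% = 10 nM CXCL16 with DMSO and 100% = unstimulated wells without agonist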
# Target sequence (O00574 whole entry, looked up): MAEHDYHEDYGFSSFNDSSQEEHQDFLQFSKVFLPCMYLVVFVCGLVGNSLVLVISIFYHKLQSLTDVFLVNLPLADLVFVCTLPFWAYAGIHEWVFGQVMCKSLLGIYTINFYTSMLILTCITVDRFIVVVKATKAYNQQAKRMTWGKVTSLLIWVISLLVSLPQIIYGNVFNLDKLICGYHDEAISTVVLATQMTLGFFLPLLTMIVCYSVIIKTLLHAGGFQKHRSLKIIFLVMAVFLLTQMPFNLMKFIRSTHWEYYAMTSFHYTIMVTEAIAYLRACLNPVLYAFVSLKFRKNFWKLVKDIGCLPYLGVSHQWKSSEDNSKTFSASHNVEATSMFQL
# APOBEC3G inh: APOBEC3G DNA deaminase inhibitors, primary screen, biochemical, fluorescence, single-stranded DNA substrate, uHTS; DNA dC->dU-editing enzyme APOBEC-3G (Homo sapiens), Q9HC16; recombinant A3G, ssDNA deamination FAM/TAMRA fluorescence; inhibition, % at 20 µM; actives 0.28% (n = 330,000); AID 493012, 2011;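 active = inhibition of at least 40% at 20 µM, with no more than 30% in the related APOBEC3A deaminase screen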;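 also: plate controls were DMSO wells with A3G for no effect and wells lacking A3G enzyme for full effect; some compounds called inactive have numbers as strong as hits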
# Target sequence (Q9HC16 whole entry, looked up): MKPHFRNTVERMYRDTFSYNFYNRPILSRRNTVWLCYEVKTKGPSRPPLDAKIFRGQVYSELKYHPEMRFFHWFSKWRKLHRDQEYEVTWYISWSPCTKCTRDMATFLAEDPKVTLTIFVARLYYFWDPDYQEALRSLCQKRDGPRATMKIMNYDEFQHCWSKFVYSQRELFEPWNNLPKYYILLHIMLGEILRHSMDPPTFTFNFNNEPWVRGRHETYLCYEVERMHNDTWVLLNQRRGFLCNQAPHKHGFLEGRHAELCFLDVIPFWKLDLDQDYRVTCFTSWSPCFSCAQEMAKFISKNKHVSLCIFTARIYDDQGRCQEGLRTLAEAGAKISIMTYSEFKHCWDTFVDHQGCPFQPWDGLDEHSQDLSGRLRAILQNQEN
# MPTP block: mitochondrial permeability transition pore inhibitors, primary screen, biochemical, isolated mouse mitochondria, absorbance | Ca2+ swelling absorbance, 30 min | inhibition, % at 10 µM | actives 1.4% (n = 360,000) | AID 602449, 2012;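 active = inhibition of 50% or more, scaled per plate between neutral and stimulator controls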;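 also: 0% = DMSO wells given calcium and 100% = 1 mM EGTA wells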
# * = called active by the depositor; / = not tested or not shown. An unsorted share of the library; any-hit rate near 5.8%.
# The opening twelve records, to show the layout:
# The line under a structure holds: Gli-Sufu antag	NR3A LBD binder	A3A deaminase	CCR6 antag	EBI2 block	CXCR6 inh	APOBEC3G inh	MPTP block
1	Cc1nc(N2CCN(Cc3ccccc3)CC2)nc2c1C(=O)CC(c1ccco1)C2 (stereo not given)
    14	2	2	20	8	6	2	11
2	CCOc1ccccc1C1CC(=O)Nc2cc(OC)c(OC)cc21 (stereo not given)
    3	0	-4	19	-13	6	-6	2.6
3	Cc1c2c(nc3ccccc13)CCC(C(C)(C)C)C2 (stereo not given)
    -14	0	-2	9	17	-1	-6	4.9
4	O=C(Nc1ccccc1N1CCOCC1)c1cccc(F)c1
    -1	-2	7	-1	-1	-2	0	0.6
5	COc1ccc2nc(SCC(=O)NCc3ccc(S(N)(=O)=O)cc3)[nH]c2c1
    -11	-2	-2	4	11	-10	-8	-0.6
6	Oc1ccccc1-c1nc(NCc2ccccc2)c2ccccc2n1
    3	16*	0	10	-5	1	-8	2.4
7	CCCCN(C)CCCNC(=O)c1cccc(N2CCCC2=O)c1
    -2	0	-1	7	-23	2	-2	-1.9
8	O=S(=O)(NCC1(N2CCOCC2)CCCCC1)c1ccc(Cl)cc1C(F)(F)F
    27	0	-4	-13	12	-1	-7	-0.9
9	Cc1cccc(CSc2ncnc3nc[nH]c23)c1
    6	0	1	1	-4	4	0	-1.6
10	O=C(Nc1cccc(Br)c1)c1ccc2nc(N3C(=O)CCC3=O)sc2c1
    -30	14*	6	7	-20	0	-5	1.7
11	Cc1cccc(C)c1NC(=O)CN1CCN(C(=O)CNC(=O)c2ccc(N3CCCC3=O)cc2)CC1
    4	-1	-3	11	-5	2	-9	-0.9
12	COc1ccc(-c2nc3ccccn3c2/N=C/c2ccc(OC)c(OC)c2)cc1O
    -10	0	-5	19	-8	13	-5	-0.3

# The whole of this part (from the top)
# The line under a structure holds: Gli-Sufu antag	NR3A LBD binder	A3A deaminase	CCR6 antag	EBI2 block	CXCR6 inh	APOBEC3G inh	MPTP block
1	Cc1nc(N2CCN(Cc3ccccc3)CC2)nc2c1C(=O)CC(c1ccco1)C2 (stereo not given)
    14	2	2	20	8	6	2	11
2	CCOc1ccccc1C1CC(=O)Nc2cc(OC)c(OC)cc21 (stereo not given)
    3	0	-4	19	-13	6	-6	2.6
3	Cc1c2c(nc3ccccc13)CCC(C(C)(C)C)C2 (stereo not given)
    -14	0	-2	9	17	-1	-6	4.9
4	O=C(Nc1ccccc1N1CCOCC1)c1cccc(F)c1
    -1	-2	7	-1	-1	-2	0	0.6
5	COc1ccc2nc(SCC(=O)NCc3ccc(S(N)(=O)=O)cc3)[nH]c2c1
    -11	-2	-2	4	11	-10	-8	-0.6
6	Oc1ccccc1-c1nc(NCc2ccccc2)c2ccccc2n1
    3	16*	0	10	-5	1	-8	2.4
7	CCCCN(C)CCCNC(=O)c1cccc(N2CCCC2=O)c1
    -2	0	-1	7	-23	2	-2	-1.9
8	O=S(=O)(NCC1(N2CCOCC2)CCCCC1)c1ccc(Cl)cc1C(F)(F)F
    27	0	-4	-13	12	-1	-7	-0.9
9	Cc1cccc(CSc2ncnc3nc[nH]c23)c1
    6	0	1	1	-4	4	0	-1.6
10	O=C(Nc1cccc(Br)c1)c1ccc2nc(N3C(=O)CCC3=O)sc2c1
    -30	14*	6	7	-20	0	-5	1.7
11	Cc1cccc(C)c1NC(=O)CN1CCN(C(=O)CNC(=O)c2ccc(N3CCCC3=O)cc2)CC1
    4	-1	-3	11	-5	2	-9	-0.9
12	COc1ccc(-c2nc3ccccn3c2/N=C/c2ccc(OC)c(OC)c2)cc1O
    -10	0	-5	19	-8	13	-5	-0.3
13	CN(C)/C=C(\C#N)C(=O)N/N=C/c1ccc(F)cc1
    -8	-3	-1	7	-10	0	-4	-1.0
14	COc1ccccc1NC(=O)N1CCCC1C(=O)Nc1ccc2c(c1)OCO2 (stereo not given)
    1	-2	2	-3	-1	0	2	0.2
15	Cc1cc(C(=O)COC(=O)C(C)NC(N)=O)c(C)n1Cc1ccco1 (stereo not given)
    -4	-1	7	7	3	-6	4	1.0
16	O=C(Nc1ccccc1)c1ccccc1NC(=O)c1ccccc1C(=O)O
    -14	1	-4	6	-3	-5	-7	0.6
17	O=C(/C=C/c1ccc(OCCCF)cc1)N1CCOCC1
    -25	1	-2	8	7	4	-3	2.3
18	O=C(Cc1ccc2c(c1)OCCO2)Nc1cc(Cl)ccc1N1CCOCC1
    21	0	3	9	29	-6	-2	0.4
19	CC(C)CN(CC(C)C)c1nnc(N)s1
    -10	0	1	-5	-5	-6	-2	-0.1
20	COC(=O)c1sccc1-c1ccc(C(=O)Nc2cccnc2)o1
    -6	1	-1	3	1	-6	-9	0.1
21	Cc1ccc(S(N)(=O)=O)cc1
    -20	-1	-3	1	1	-1	-13	-0.2
22	O=C1CCC[C@@H]2Cc3nc4ccc(Cl)cc4cc3[C@@H]3CCN1[C@H]23
    -2	-3	/	5	-2	-20	/	0.4
23	Cn1cc(CN(CCO)Cc2cccs2)c(-c2ccccc2F)n1
    -22	0	2	10	-6	1	-12	1.4
24	COc1ccc(C)cc1S(=O)(=O)N1CCN(Cc2ccccc2)CC1
    11	-2	0	-6	9	-15	-2	0.7
25	O=C1C(=O)c2c(ccc3ccccc23)-c2ccccc21
    -8	2	/	4	-8	-13	/	2.0
26	Cc1cc(C)nc(SCC(=O)c2ccc(Cl)cc2)n1
    17	-2	1	11	6	-5	-5	0.5
27	CC(C)(C)NC(=O)CSc1nnc(SCC(=O)NC(C)(C)C)s1
    8	0	-2	10	4	6	-6	-4.7
28	CC(=O)C[C@H](O)CC(=O)[C@H]1OC(=O)[C@@H](C)CCCCc2ccccc21
    20	1	-8	-8	-6	-6	-6	-2.2
29	CC(OC(=O)C1CCCC1)C(=O)Nc1ccc(S(N)(=O)=O)cc1 (stereo not given)
    6	1	1	5	2	-1	-8	-1.0
30	CS(=O)(=O)c1ccccc1COC(=O)Nc1ccc(Cl)cc1
    -7	-4	-5	16	2	-9	-6	1.0
31	O=C1c2ccccc2NC(c2ccc(-c3cccc(F)c3)o2)N1O (stereo not given)
    -86	-3	1	-5	1	-2	-4	0.0
32	COc1ccc(OC)c(-c2csc(NC(=O)C3=NN(c4ccccc4)C(=O)CC3)n2)c1
    4	-2	1	10	6	-7	-9	-0.9
33	O=c1c2[nH]c3ccccc3c2ncn1CCN1CCNCC1
    10	2	-3	-1	-3	1	-2	-1.2
34	Cc1ccc(OCCNC(=O)c2cc(C3CC3)nc3c2cnn3C(C)C)cc1
    -4	-5	-1	11	13	4	-5	-0.3
35	CCNC(=S)NNC(=O)CSc1nc2ccccc2n1C
    2	3	-4	29	-7	12	-5	0.0
36	CCC(C)c1c(O)nc(SCC(=O)N2CCOCC2)[nH]c1=O (stereo not given)
    1	-2	-6	-3	10	4	-5	0.0
37	C=CCn1c(CCC(=O)Nc2ccc(C)c(Cl)c2)nnc1SCC(=O)Nc1ccccc1C
    -3	-23	-5	14	-6	7	-12	0.5
38	O=C(C1CCCC1)N1CCN(S(=O)(=O)c2ccc(Cl)cc2)CC1
    0	-2	-5	4	-2	-1	-12	-0.7
39	CCN(CC)CC(=O)c1ccc(-c2ccccc2)cc1
    5	-2	5	72*	18	30	3	5.5
40	Cc1ccc(S(=O)(=O)N2CCN(S(=O)(=O)N(C)C)CC2)c(C)c1
    1	2	1	1	4	6	3	-0.5
41	COc1ccc2c(C)nc(Nc3nc(C)c(C)c(=O)[nH]3)nc2c1
    -58	0	111	10	1	2	122	0.8
42	COc1cc(C(=O)NC(C)CCn2cccn2)ccc1OC1CCN(C(C)=O)CC1 (stereo not given)
    2	2	-3	-3	-7	-4	-6	5.2
43	CCOC(=O)CSc1nc(-c2ccccc2)nc2c1oc1ccccc12
    -2	3	2	19	4	4	-1	6.3
44	Cc1ccccc1N(CC(=O)N/N=C/c1ccccc1Cl)C(=O)c1ccccc1
    5	1	-3	-10	13	9	-4	0.0
45	O=c1[nH]cnc2sc3c(c12)CCN(Cc1ccccc1)C3
    -2	7	-2	-3	-8	1	-4	-0.5
46	Cc1onc(-c2ccccc2)c1C(=O)c1c[nH]c(C(=O)NCc2ccccn2)c1
    -1	1	6	12	-9	-9	-12	3.5
47	CNC(=O)COc1ccc(Nc2nnc(C)c3ccccc23)cc1
    0	1	-1	-7	-7	1	-6	3.8
48	Cc1ccc(N2C(N)=NC(N)=NC23CCCC3)c(C)c1
    7	3	1	-13	2	12	-2	0.4
49	Cc1ccc(NC(=O)C2C3C=CC(O3)C2C(=O)O)cc1C (stereo not given)
    13	1	3	1	2	-18	-1	-0.4
50	Cc1ccc(C(=O)OCC(=O)NC(=O)c2ccccc2)o1
    2	2	8	0	-1	1	-2	-0.8
51	CCCN1C2CCCC1CC(NC(=O)c1cccc(Cl)c1)C2 (stereo not given)
    30	2	-1	10	6	12	-10	-1.7
52	Cc1ccc(NC(=O)c2oc3ccccc3c2NC(=O)C2CC2)cc1
    -52	-6	-3	17	-39	-2	-5	1.9
53	CCOc1cc(-c2cc(-c3ccc(C)o3)nc(N)c2C#N)ccc1O
    12	-25	4	0	32	5	-3	6.4
54	O=[N+]([O-])c1cccc(N=Cc2ccccc2)c1
    -7	-3	/	2	4	4	/	-0.4
55	COc1ccc(-c2csc(NC(=O)C3=NN(c4ccccc4)C(=O)CC3)n2)cc1
    2	-4	-1	-5	-4	-20	-4	4.4
56	COc1cc(OC)cc(C(=O)NNC(=O)c2ccc3c(c2)OCCO3)c1
    -10	0	1	-3	6	-4	1	-0.2
57	Clc1ccc(OCCCNCc2ccccc2)c(Br)c1
    9	-5	-1	3	-3	-6	-3	-1.4
58	O=C(CCc1nnc(COc2ccccc2)o1)NCc1ccc(Cl)s1
    -7	2	-5	10	5	0	7	-1.1
59	c1ccc(CSc2ccc3nnc(-c4cccnc4)n3n2)cc1
    20	14*	0	10	13	-12	-6	-0.8
60	COc1ccc(C(=O)OCC(=O)N2CCCC2=O)c(OC)c1
    -4	0	0	6	-15	3	-2	-1.7

# Next section:
# The line under a structure holds: Gli-Sufu antag	NR3A LBD binder	A3A deaminase	CCR6 antag	EBI2 block	CXCR6 inh	APOBEC3G inh	MPTP block
61	O=c1c2ccccc2nc(SCc2cc(F)cc3c2OCOC3)n1Cc1ccco1
    31	0	3	14	-22	8	0	1.9
62	Cc1ccc(C(=O)CSc2nc(C)cc(=O)[nH]2)cc1
    -12	-3	0	0	2	-10	1	0.1
63	O=C(NCc1ccco1)c1c(F)cccc1Cl
    -6	1	3	2	9	25	0	0.8
64	Cc1ccc(NC(=O)Nc2ccc3c(c2)N(C)C(=O)CS3)nc1
    -11	-15	-3	5	10	-6	-6	2.4
65	C=CCOC(=O)C1=C(C)NC(SCC(=O)OCC)=C(C#N)C1c1ccc(O)c(OC)c1 (stereo not given)
    10	-2	/	25	0	2	/	-3.8
66	C=CCc1ccc(O)c(-c2cc(CC=C)ccc2O)c1
    0	6	4	0	1	-10	13	7.9
67	Cc1c(NC(=O)c2ccc(CC(C)C)o2)c(=O)n(-c2ccccc2)n1C
    0	1	-1	3	9	-2	-8	0.6
